Screens deposited in PubChem BioAssay by National Center for Advancing Translational Sciences (NCATS).
a7 integrin act: qHTS for Activators of Integrin-Mediated Alleviation for Muscular Dystrophy. alpha7betagal myoblasts, beta-gal FDG fluorescence, 48 h. Potency, µM (doses to about 38.3 µM), inactives show at the highest dose activation, actives largely listed as activators. 350,000 tested, 0.064% active. AID 624291, 2012;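 note: potency is the fitted concentration of half-maximal effect; 100% = response of the positive control SU9516; nearly all actives have a fitted effect of over 60% in size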
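Alpha7betagal+/- myoblasts (passage 13) were plated 16-24 hr, then exposed to compounds (1:260 dilution of DMSO stock) for 48 hours at 37C. After MPER lysis, β-galactosidase reporter activity was read as FDG fluorescence (ex 480/em 540) after 30 minutes.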
FBPA coupling cs: qHTS Assay for Inhibitors of Fructose-1,6-bisphosphate Aldolase from Giardia Lamblia: Coupling assay counterscreen. coupling enzyme system counterscreen, AmpLite Red fluorescence. 290,000 tested, 0.67% active. activity change, negative = inhibition, % at 58.2 µM, hits read low; in the data active = activity change below about -30%; note: % is set by controls: 0 for no effect and ±100 for the full control effect
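Fluorescence at 525 nm excitation and 598 nm emission measured inhibition of the coupled detection system without aldolase. Compounds (at 57.5 uM final) were preincubated 10 min at room temperature with coupling enzyme reagent before a 20 min substrate/AmpLite Red step.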
Giardia kill: Small Molecules that selectively kill Giardia lamblia: qHTS; Giardia lamblia trophozoite viability; 340,000 tested, 0.15% active; AID 540267, 2011; activity change, % at 7.66 µM, hits read low; in the data active = activity change below about -80%; inconclusive = between about -30% and that limit;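 note: parasites exposed to compound for two days anaerobically before the ATP read; % is set by controls: 0 for no effect and ±100 for the full control effect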
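Giardia lamblia trophozoites (100 cells/well) were incubated with compounds for 48 h at 37 deg C under anaerobic conditions. Viability was read as ATP content by one-step luminescence after 15-30 min at room temperature.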
TSG101-PTAP inh: qHTS Assay for Iinhibitors of HIV-1 Budding by Blocking the Interaction of PTAP/TSG101; Tumor susceptibility gene 101 protein (Homo sapiens), Q99816; Fluorescence polarization, FITC-PTAP peptide / Tsg101 binding; Potency, µM (titrated, usually from 115 µM), inactives show at the top dose activity change, negative = inhibition, usual class: inhibitors; 340,000 tested, under 10 active; active = well fitted inhibition curve with a large enough effect in the main read-out, with a control signal flat, not every such curve was filed as active; inconclusive = small, poorly fitted or top-dose-only effect, or effect the other way, or a change in a side signal; inactive = no such curve, though single readings can be large or run the other way; note: potency is the fitted concentration of half-maximal effect; % of control where 0% means no effect
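Fluorescence anisotropy tracks displacement of a FITC-tagged PTAP peptide (50 nM) from the Tsg101 binding domain (10 uM), following a 20 min room-temperature incubation at pH 7.5.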
PKM2 act: qHTS Assay for Activators of Human Muscle isoform 2 Pyruvate Kinase; Pyruvate kinase PKM (Homo sapiens), P14618; purified PKM2, Kinase-Glo ATP luminescence, activation; response scale: 0% is enzyme alone, no compound; Potency, µM (titrated, usually from 57.5 µM), inactives show at the top dose activation, most hits filed as activators; 260,000 tested, 0.34% active; note: potency is the fitted concentration of half-maximal effect; % is set by controls: 0 for no effect and ±100 for the full control effect; nearly all actives have a fitted effect of over 55% in size
Target sequence (P14618 whole entry, looked up, canonical isoform): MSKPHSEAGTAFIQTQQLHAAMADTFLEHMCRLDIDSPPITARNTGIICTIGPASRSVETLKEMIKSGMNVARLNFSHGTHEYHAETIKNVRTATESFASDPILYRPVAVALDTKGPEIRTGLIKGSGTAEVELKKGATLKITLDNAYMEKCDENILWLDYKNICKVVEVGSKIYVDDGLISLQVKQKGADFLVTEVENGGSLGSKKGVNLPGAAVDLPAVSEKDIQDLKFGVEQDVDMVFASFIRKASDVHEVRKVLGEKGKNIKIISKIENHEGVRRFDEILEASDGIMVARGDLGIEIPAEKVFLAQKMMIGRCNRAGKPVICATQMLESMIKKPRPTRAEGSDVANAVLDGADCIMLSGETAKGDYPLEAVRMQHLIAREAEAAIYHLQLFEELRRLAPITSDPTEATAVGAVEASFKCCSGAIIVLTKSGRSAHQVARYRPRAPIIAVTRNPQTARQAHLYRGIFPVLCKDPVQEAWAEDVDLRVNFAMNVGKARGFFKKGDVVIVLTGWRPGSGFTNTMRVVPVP
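hPK-M2, >95% pure; 0.1 mM ADP / 0.5 mM PEP final; imidazole pH7.2 buffer w/ 7 mM MgCl2, 50 mM KCl; 1 h RT; Kinase-Glo lum. Intermediate enzyme activity for dual inhibitor/activator qHTS.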
ASM inhibitor: Inhibitors of Secretory Acid Sphingomyelinase (S-ASM): qHTS. placental ASM, HMU-PC fluorogenic substrate, 60 min. 340,000 tested, 0.006% active. Potency, µM (highest dose often 57.5 µM), for inactives: at the top dose activity change, negative = inhibition, most hits filed as inhibitors. Sphingomyelin phosphodiesterase (Homo sapiens), P17405; note: potency is the fitted concentration of half-maximal effect
Target sequence (P17405 47-631 limits assumed): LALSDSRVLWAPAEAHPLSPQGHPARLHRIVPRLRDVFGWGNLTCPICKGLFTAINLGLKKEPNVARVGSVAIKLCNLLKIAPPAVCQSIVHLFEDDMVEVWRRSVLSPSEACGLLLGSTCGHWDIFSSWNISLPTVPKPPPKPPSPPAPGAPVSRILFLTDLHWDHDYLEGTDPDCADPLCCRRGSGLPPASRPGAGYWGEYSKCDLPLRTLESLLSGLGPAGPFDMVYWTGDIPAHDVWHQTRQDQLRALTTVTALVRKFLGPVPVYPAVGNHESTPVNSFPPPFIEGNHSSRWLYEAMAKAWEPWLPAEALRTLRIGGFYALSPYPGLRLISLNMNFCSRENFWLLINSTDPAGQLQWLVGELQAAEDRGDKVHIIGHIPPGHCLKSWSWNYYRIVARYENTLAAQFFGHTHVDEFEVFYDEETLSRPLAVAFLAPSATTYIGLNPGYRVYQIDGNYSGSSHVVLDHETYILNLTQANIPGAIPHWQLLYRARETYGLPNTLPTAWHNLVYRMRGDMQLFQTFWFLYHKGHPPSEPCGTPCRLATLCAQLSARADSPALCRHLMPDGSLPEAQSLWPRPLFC
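Human placenta-derived ASM preincubated with compound 10 min at room temperature, then reacted with 9 uM (final) fluorogenic HMU-PC substrate for 60 min at 37 C. Stop solution raises pH to 10; fluorescence read at Ex 386/Em 447 nm.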
Tb PFK block: qHTS Assay to Find Inhibitors of T. brucei phosphofructokinase; ATP-dependent 6-phosphofructokinase (Trypanosoma brucei brucei), O15648; T. brucei PFK, ADP-Glo luminescence; Potency, µM (highest dose often 57.5 µM), for the others: at the top dose activity, negative = inhibition, usual class: inhibitors; 330,000 tested, 0.17% active;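 note: potency is the fitted concentration of half-maximal effect; 0% = uninhibited 1x PFK enzyme wells and -100% = no-enzyme wells; nearly all actives have a fitted effect of over 60% in size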
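1.25 nM PFK with 0.5 mM F6P and 0.1 mM ATP in 0.1 M TEA pH 8.0, 5 mM MgCl2, incubated 45 min at room temperature; ADP measured by ADP-Glo luminescence; compounds titrated up to 57 uM.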
Chronic BCR inh: qHTS Assay to Find Inhibitors of Chronic Active B-Cell Receptor Signaling; ABC-DLBCL IkBa-CBG/CBR reporter, luminescence ratio, 4 h; Potency, µM (highest dose often 46.1 µM), inactives show top-dose ratio change, negative = lower green/red ratio, usual class: inhibitors; AID 493014, 2011; 340,000 tested, 0.05% active; active = well fitted inhibition curve with a large enough effect in the signal ratio, with a control signal flat, not every such curve was filed as active; inconclusive = small, poorly fitted or top-dose-only effect, or effect the other way, or a change in a side signal; the % refers to the signal ratio;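 note: potency is the fitted concentration of half-maximal effect; plate controls were basal doxycycline-induced cells for no effect and cells given 10 µM MG132 for full effect; MG132 reads +100%, hits lower the ratio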
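Concentration-response series (up to 46 uM) were applied to TMD8 dual-reporter cells for 4 h at 37C with doxycycline. Green/red ratio, after filter-overlap correction, defined %Activity; red signal alone was normalised to basal cells and zero luminescence.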
GALK inhibitor: qHTS Assay for Inhibitors of Human Galactokinase (GALK); Potency, µM (titrated, usually from 57.5 µM), inactives show at the top dose activity change, negative = inhibition, usual class: inhibitors; Purified GALK, Kinase-Glo residual ATP luminescence; 270,000 tested, 0.007% active; P51570; note: potency is the fitted concentration of half-maximal effect; % is set by controls: 0 for no effect and ±100 for the full control effect
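Galactose (100 uM) and ATP (35 uM) were turned over by 5 nM GALK for 1 h at RT. Kinase-Glo Plus then converted the remaining ATP into a luminescent signal.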
B2AR arrestin: qHTS assay of beta-arrestin-biased ligands of beta2-adrenergic receptor; 330,000 tested, 0.02% active; Potency, µM (doses to about 46.1 µM), for inactives: at the top dose activation, usual class: activators; beta-arrestin recruitment to beta2AR, cell-based reporter; Beta-2 adrenergic receptor (Homo sapiens), P07550;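 note: potency is the fitted concentration of half-maximal effect; 0% = DMSO controls and full agonism = EC100 isoproterenol or metaproterenol; nearly all actives have a fitted effect of over 65% in size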
Menin-MLL TR inh: qHTS Assay for Inhibitors Targeting the Menin-MLL Interaction in MLL Related Leukemias: Competition With Texas Red Labeled MLL-derived Mutant Peptide; O00255; Menin + Texas Red MLL mutant peptide, fluorescence polarization; Potency, µM (highest dose often 61.6 µM), for inactives: top-dose FP activity change, negative = inhibition, most hits filed as inhibitors; 270,000 tested, 0.23% active; active = well fitted inhibition curve with a large enough effect in the polarisation, with a control signal flat, not every such curve was filed as active; inconclusive = small, poorly fitted or top-dose-only effect, or effect the other way, or a change in a side signal; inactive = no such curve, though single readings can be large or run the other way; the % refers to the polarisation; note: potency is the fitted concentration of half-maximal effect; % of control where 0% means no effect; many of its hits are not listed in these tables
* = called active by the depositor; u = inconclusive; x = no result given; [ ] = dose if it differs, or a comment. Unless noted, calls come from the whole dose curve; as a rule, active = well fitted curve in the direction sought with a large enough effect; inconclusive = small, poorly fitted or top-dose-only effect, or another doubt; inactive = no such curve, though single readings can be large; an effect the other way counts as inactive or inconclusive. Only part of the results is shown (hit frequency here may not be typical).

Structure,a7 integrin act,FBPA coupling cs,Giardia kill,TSG101-PTAP inh,PKM2 act,ASM inhibitor,Tb PFK block,Chronic BCR inh,GALK inhibitor,B2AR arrestin,Menin-MLL TR inh
CCCCOc1ccc(C(=O)N(CC)CC(=O)NCc2cccs2)cc1,-1.0%,x,-5.6,-1.0%,-1.3%,-1.9%,-16.7%,-5.5%,5.5%,0.0%,x
CCONc1ncnc2nonc12,11.2%,2.8,-17.7,-1.1%,-3.9%,-1.6%,0.3%,2.4%,x,0.0%,11.4%
O=C(Cc1ccsc1)N1CCN(S(=O)(=O)c2cc(C(F)(F)F)cc(C(F)(F)F)c2)CC1,9.3%,-0.9,-13.8,5.7%,-3.6%,-2.6%,-15.7%,u,0.5%,0.1%,-16.5%
CCOC(=O)c1[nH]ncc1CN1CCN(Cc2ccc(C)cc2)C(CCO)C1 (stereo unspecified),-23.6%,0.2,1.8,-2.9%,4.9%,1.7%,-2.5%,u,-3.1%,-0.6%,-4.5%
CCOC(=O)C1CCCN(S(=O)(=O)Cc2ccc(Cl)cc2)C1 (stereo unspecified),-12.3%,1.3,5.2,0.0%,-0.1%,6.7%,0.1%,2.7%,3.6%,-0.2%,3.1%
COCC(=O)n1nc(-c2ccccc2)nc1NCc1ccc(N(C)C)cc1,-17.0%,-0.7,11.2,4.4%,-43.7%,-2.2%,0.0%,-0.6%,0.6%,-0.1%,9.9%
CCCCOC(=O)Nc1cccc(Cl)c1C,27.9%,-0.9,-5.0,-5.5%,-0.8%,-4.1%,0.7%,u,-3.2%,0.2%,x
N#C/C(=C1/CCCCCN1)c1nc2ccccc2s1,24.8%,-1.6,-0.7,-3.1%,-2.6%,-10.3%,-5.5%,u,-1.1%,-0.6%,1.9%
Cc1ccc(NC(=O)Cn2c(=O)cnc3ccccc32)cc1S(=O)(=O)N(C)C,-23.5%,1.7,6.2,-1.3%,0.3%,3.0%,6.7%,-0.3%,-0.7%,0.4%,12.2%
Cc1cccc(N2CCN(C(=O)c3ccc(CNc4c(N5CCC(C)CC5)c(=O)c4=O)cc3)CC2C)c1 (stereo unspecified),2.1%,4.8,1.0,-2.9%,-8.6%,-4.9%,3.1%,11.8%,1.9%,0.0%,-12.1%
CCOC(=O)c1nc(N)c(=O)n(-c2ccccc2)n1,0.7%,0.8,-7.0,-0.1%,-8.0%,2.0%,-1.5%,u,-0.1%,-2.1%,5.1%
Cc1nc2ccccc2n1/C(=N/S(=O)(=O)c1ccc(Br)cc1)c1ccccc1,x,-2.6,x,x,-0.2%,x,-2.2%,-2.4%,-3.0%,-0.1%,-22.9%
O=C(NNS(=O)(=O)c1ccccc1)c1cnn(-c2ccc(Cl)cc2)c1C(F)(F)F,7.8%,4.8,27.5,-2.3%,1.4%,-2.8%,1.0%,10.3%,-3.3%,0.4%,x
Cn1c(=O)oc2cc(S(=O)(=O)Nc3ccc(Cl)cc3)ccc21,10.8%,1.4,5.5,-0.2%,u,-4.4%,4.8%,-0.9%,-1.6%,-0.3%,16.7%
O=C(N/N=C/c1ccc(OCCCF)cc1)c1ccc(C(F)(F)F)cc1,-24.1%,4.0,1.2,-3.8%,-0.5%,-0.9%,1.7%,7.3%,5.4%,0.0%,17.0%
CC1=NN(c2ccccc2)C(=O)/C1=C\N1CC(C)OC(C)C1 (stereo unspecified),0.5%,x,-12.9,-1.0%,-5.9%,7.4%,-0.8%,17.0%,-3.8%,-0.2%,16.1%
Cc1ccccc1C(=O)OC1CCCN(C)C1 (stereo unspecified),19.9%,-9.5,3.7,-3.0%,0.0%,-0.8%,-1.4%,0.2%,x,0.1%,15.0%
CCOc1ccc(-n2c(C)nc3c(cnn3-c3ccc(Cl)cc3)c2=O)cc1,-14.8%,3.4,0.2,-2.3%,5.0%,-1.2%,-1.5%,5.6%,0.9%,0.0%,-21.0%
COCCNC(=O)c1c[nH]c2ccc(S(=O)(=O)N3CCC4(CC3)OCCO4)cc2c1=O,-3.6%,2.1,2.9,-2.2%,0.2%,3.7%,-8.7%,0.8%,0.5%,0.4%,7.5%
Cc1cc(C)c2c(NC(=O)C3CC3)nn(C)c2n1,22.4%,0.4,18.5,-2.9%,-6.0%,0.3%,0.8%,-2.1%,-1.3%,3.6%,-8.5%

Next structures follow:
Structure,a7 integrin act,FBPA coupling cs,Giardia kill,TSG101-PTAP inh,PKM2 act,ASM inhibitor,Tb PFK block,Chronic BCR inh,GALK inhibitor,B2AR arrestin,Menin-MLL TR inh
Cn1c(=NC(=O)CS(=O)(=O)c2ccc(F)cc2)sc2ccccc21,7.2%,x,-13.8,-1.8%,x,-0.6%,0.0%,4.8%,x,0.3%,x
CCO[C@@H]1OC(C(=O)NCc2ccccc2)=C[C@H](c2ccc(Br)cc2)[C@H]1CCCO,0.0%,-0.2,5.8,x,1.5%,-5.7%,-0.8%,11.4%,0.7%,-0.5%,-2.0%
Cc1ccc(NC(=O)CCCC(=O)O)c(-c2nc3ccccc3[nH]c2=O)c1,u,1.1,6.0,0.9%,5.0%[11.5 µM],102.7%[activator],2.4%,-2.2%,-2.6%,-0.1%,0.0%
CN(CC(=O)Nc1ccc(N2CCOCC2)cc1)C(=O)CSc1ccc(Br)cc1,17.4%,x,2.2,x,2.0%,-0.9%,0.1%,0.0%,6.7%,-1.0%,x
COc1cccc(CNc2ccc(Br)cn2)c1O,17.2%,-4.1,-22.9,-3.5%,u,-3.3%,-9.5%,4.6%,2.1%,-0.5%,17.0%
O=C(CSc1nc2ccccc2s1)N1CCOCC1,-8.6%,-4.3,1.0,-1.5%,-8.3%,1.2%,-0.7%,2.7%,3.4%,-0.1%,4.0%
O=C(NCc1ccc2c(c1)OCO2)c1n[nH]c(=O)c2ccccc12,7.6%,-0.9,-4.3,-2.3%,-0.6%,-1.7%,0.4%,-8.1%,-0.4%,-0.7%,6.6%
Cc1onc(-c2c(F)cccc2Cl)c1C(=O)OCC(=O)c1c(N)n(C)c(=O)n(C)c1=O,-2.5%,1.5,-14.5,-2.0%,5.8%,-4.3%,6.1%,1.9%,0.6%,0.2%,u
Cc1cc2nc(/N=C(\N)NC(=O)C(C)C)nc(C)c2cc1C,-19.6%,-11.9,-2.4,-1.3%,4.1%,-1.4%,2.4%,u,-2.3%,-0.1%,x
CC(=O)N1CCN(S(=O)(=O)c2c(C)n(C)c(=O)n(C)c2=O)CC1,17.3%,x,7.7,-5.7%,3.7%,-4.5%,-1.1%,6.3%,-1.9%,-0.4%,x
Cc1ccc2oc(=O)c(/C=C(\O)C(C)(C)C)nc2c1,-35.2%,2.8,-2.8,-5.0%,x,-5.3%,1.1%,-1.8%,11.5%,-0.4%,2.2%
CC(C)Sc1nc(NCc2ccco2)c2c3c(sc2n1)COC(C)(C)C3,-47.7%[inhibitor],-2.8,7.3,-2.6%,4.0%,125.8%[activator],0.7%,5.0%,6.2%,-0.9%,4.3%
O=C(Nc1ccncc1)c1cc2ccccc2cc1O,-14.4%,x,-7.6,-3.1%,x,-2.2%,1.4%,u,x,0.0%,x
Cc1ccc2nc(-c3ccccc3)oc(=O)c2c1,-0.1%,0.0,0.8,-4.3%,0.1%,-0.8%,-0.2%,u,0.3%,-0.1%,0.2%
Cc1ccc(-n2c(SCC(=O)NCCN3C(=O)CSC3=O)nnc2-c2cccc(C)c2)cc1,-7.9%,4.4,5.4,-1.4%,0.7%,4.1%,-2.6%,u,0.9%,-1.4%,0.2%
CCOc1ccc(Nc2c3c(nc4ncnn24)CC(C)CC3)cc1 (stereo unspecified),6.7%,1.8,24.1,-5.6%,1.1%,-5.0%,-1.2%,4.1%,1.9%,-0.6%,-1.6%
